# Compound activity deposited in PubChem by several laboratories.
# H9c2 protect: protects H9c2 cardiomyocytes from peroxide injury; H2O2 injury protection, ATPLite, 2 h; protection from H2O2 cell death, % at 20 µM; 360,000 tested, 0.63% active;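 active = compounds giving at least 50% protection of heart cells from peroxide-induced death in the single-dose screen, raw or plate-pattern-corrected value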;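 note: 0% = DMSO wells with peroxide and 100% = DMSO wells without peroxide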
# m5-HT2A agonist: agonists of mouse serotonin 5-HT2A receptor (HTR2A); CHO-K1 mHTR2A beta-arrestin complementation, luminescence; percent of 30 µM serotonin response; activation, % at 7.6 µM; 360,000 tested, 0.66% active; AID 624169;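 active = activation above a run cutoff, the mean activation of all tested compounds plus 3 SD, cut at about 14% in these data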;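 note: 0% = plate median of compound wells and 100% = 30 µM serotonin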
# Target sequence (P35363 whole entry, looked up): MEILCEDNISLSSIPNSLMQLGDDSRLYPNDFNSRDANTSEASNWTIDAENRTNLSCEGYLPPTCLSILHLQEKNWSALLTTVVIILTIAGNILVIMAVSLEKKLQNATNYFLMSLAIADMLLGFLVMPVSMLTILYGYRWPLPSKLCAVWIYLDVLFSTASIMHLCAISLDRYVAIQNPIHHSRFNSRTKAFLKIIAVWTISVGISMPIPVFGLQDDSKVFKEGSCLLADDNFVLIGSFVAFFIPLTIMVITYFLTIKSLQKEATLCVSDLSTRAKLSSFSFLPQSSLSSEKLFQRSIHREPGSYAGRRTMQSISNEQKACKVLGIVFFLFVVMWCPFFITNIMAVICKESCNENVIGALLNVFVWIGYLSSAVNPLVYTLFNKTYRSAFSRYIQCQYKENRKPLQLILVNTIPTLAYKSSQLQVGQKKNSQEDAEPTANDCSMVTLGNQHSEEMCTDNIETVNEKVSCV
# N-glyco inh: N-linked glycosylation inhibition; AID 588692; D54 ERlucT glycosylation luciferase reporter, 24 h; percent of 100 nM tunicamycin response; reporter increase, % at 12.5 µM; 360,000 tested, 0.23% active;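 active = mean luciferase reporter signal, scaled so untreated is 0 and the glycosylation-blocking control 100, at or above a set limit in every replicate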;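 note: luciferase carries N-glycosylation sites so blocking glycosylation raises the light; 0% = median of neutral control wells and 100% = median of 100 nM tunicamycin wells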
# MC4R antag cAMP: blocks human MC4R cAMP signaling. inhibition, % at 6.5 µM. MC4R-expressing cells, MTII-stimulated cAMP, LANCE TR-FRET. 360,000 tested, 0.48% active. P32245;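 active = inhibition above its plate's cutoff, the mean of tested wells on that plate plus 3 SD, cut at about 29% in these data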;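 note: 0% = Melanotan II alone and 100% = Melanotan II plus saturating MCL0020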
#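 system = U2OS cells with stable human MC4R expression | also added = Melanotan II challenge after compound preincubation | dosing = one concentration, 6.5 µM nominal | incubation = compound 30 min, challenge 1 h, detection 1 h | measured by = TR-FRET with Eu-cAMP and labeled anti-cAMP, 671 nm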
# CaV13 FRET inh: Primary screen for inhibitors of IQ motif and Ca2+-dependent inactivation inhibitor domain binding in CACNA1D, Förster resonance energy transfer in living cells, …. HEK cells, CFP/YFP FRET ICDI-IQ, plate reader, 10 min; percent FRET-ratio fall versus neutral wells. AID 743397. 340,000 tested, 0.098% active. inhibition, % at 12.3 µM;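 active = mean replicate inhibition of at least 30% and at least 1% of replicates passing that level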;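 note: 0% = median of the neutral control wells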
# PDI inh: PDI (human) enzyme inhibition | PDI insulin aggregation turbidity, A650, 90 min | inhibition, % at 10 µM | 350,000 tested, 0.052% active | AID 588391;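 active = mean inhibition across replicates of 30% or more, whatever share of single replicates reach that level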;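 note: absorbance from insulin aggregation driven by PDI reduction with DTT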
# Target sequence (P07237 whole entry, looked up): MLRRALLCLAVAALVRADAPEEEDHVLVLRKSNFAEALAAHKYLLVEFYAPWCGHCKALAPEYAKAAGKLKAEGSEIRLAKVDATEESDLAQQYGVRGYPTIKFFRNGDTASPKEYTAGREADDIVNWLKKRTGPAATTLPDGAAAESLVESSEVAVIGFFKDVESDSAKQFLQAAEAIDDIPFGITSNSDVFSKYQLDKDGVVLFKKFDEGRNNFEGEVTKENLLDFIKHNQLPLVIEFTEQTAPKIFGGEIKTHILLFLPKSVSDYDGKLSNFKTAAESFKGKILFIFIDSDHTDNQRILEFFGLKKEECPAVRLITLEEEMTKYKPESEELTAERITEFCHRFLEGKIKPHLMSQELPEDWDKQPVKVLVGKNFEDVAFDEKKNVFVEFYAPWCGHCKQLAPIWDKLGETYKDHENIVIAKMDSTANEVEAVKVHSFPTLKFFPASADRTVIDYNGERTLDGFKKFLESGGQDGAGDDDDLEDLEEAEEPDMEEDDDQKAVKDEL
# MC4R barr agon: agonists of human melanocortin 4 receptor (MC4R) beta-arrestin; P32245; U2OS MC4R beta-arrestin complementation, luminescence; percent of melanotan II response, DMSO zero; activation, % at 8.9 µM; 360,000 tested, 0.98% active; AID 540308;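 active = activation above a per-plate cutoff, the mean activation of sample wells on that plate plus 3 SD, cut at about 8% in these data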
# ABHD5-PLIN5 inh: inhibitors of human ABHD5-perilipin-5 interaction; Q00G26+Q8WTS1; Split G. princeps luciferase complementation, luminescence, 4 h; inhibition, % at 4 µM; 360,000 tested, 0.78% active; AID 602281;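 active = inhibition above the mean inhibition across every tested compound plus 3 SD, cut at about 22% in these data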;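 note: 0% = DMSO only wells and the 100% control is not disclosed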
# Exocytosis inh: blocks lytic granule exocytosis; inhibition, % at 10 µM; AID 651702; 360,000 tested, 0.66% active; TALL-104 LAMP-1 surface exposure, flow cytometry; cells stimulated with thapsigargin and PMA;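 active = inhibition above about 55%, limit read from the data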
# ABCB6 inh MLPCN: inhibitors of human ABC transporter ABCB6; Q9NP58; K562-ABCB6 porphyrin accumulation, flow cytometry, 1 h; hits give low values; fluorescence ratio to DMSO, % at 10 µM; 360,000 tested, 0.19% active; AID 602162;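 active = fluorescence ratio to DMSO below 75%, the collection mean minus 3 SD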;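 note: signal is porphyrin accumulated inside mitochondria; 100% equals median channel fluorescence of DMSO control wells; lower ratio means ABCB6 inhibition with less porphyrin fluorescence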
# Active calls of the source: *; nt = not tested or not shown.
# Results follow in this order: H9c2 protect	m5-HT2A agonist	N-glyco inh	MC4R antag cAMP	CaV13 FRET inh	PDI inh	MC4R barr agon	ABHD5-PLIN5 inh	Exocytosis inh	ABCB6 inh MLPCN
- O=S(=O)(N/N=C/c1ccc2c(c1)OCO2)c1ccc(Br)cc1
  -1	-6	1	1	-5	3	-2.5	-1	-4	96
- O=C(Nc1ccn(Cc2ccc(F)cc2)n1)c1ccncc1
  -13	2	2	8	nt	-1	1.4	-4	1	91
- Cc1cc(C)c(S(=O)(=O)NCCn2c(C)cc3ccccc32)c(C)c1
  -6	0	-4	12	-6	nt	1.2	-3	9	128
- Cc1ccc(N(CC(=O)NC2CCCCC2)C(=O)CNC(=O)c2cccs2)cc1
  5	5	-1	12	-5	-2	-1.0	4	-14	97
- COc1ccc(NC(C)=O)cc1S(=O)(=O)NC1CCSc2ccccc21 (centres undefined)
  0	-4	-1	11	-4	10	-0.5	-1	-1	96
- O=C(COC(=O)Cc1cccc(C(F)(F)F)c1)Nc1cccc2ccccc12
  -2	1	0	9	-4	0	6.0	-5	-3	99
- CCOC(=O)c1nnn(-c2nonc2-c2ccccc2)c1C
  -10	0	1	5	nt	-4	-0.8	-4	-2	100
- COC(=O)C1(C)NC(c2ccc(O)cc2)C2C(=O)N(c3ccccc3)C(=O)C21 (centres undefined)
  2	4	-1	-6	-3	4	-0.6	-4	-1	98
- COc1ccccc1N1CCN(C2CCCN(C(=O)c3ccnc4ccc(C)cc34)C2)CC1 (centres undefined)
  -1	13	1	-5	nt	7	0.3	9	0	101
- COc1ccc([N+](=O)[O-])cc1NC(=O)C(C)Sc1nc(-c2ccccc2)cs1 (centres undefined)
  -11	-7	-3	-1	-6	-2	-1.5	-10	1	94
- COc1ccccc1NC(=O)c1cc(Cl)nc2ccccc12
  6	-2	-3	9	3	11	-2.0	9	-8	91
- CCN(CC(=O)Nc1ccc(NC(C)=O)cc1)C(=O)c1oc2c(ccc3ccccc32)c1C
  10	2	-3	10	-1	8	1.0	13	-1	99
- O=C(CSc1nc2ccccc2[nH]1)c1ccc(Cl)s1
  -4	3	0	-1	-5	-3	-0.9	-3	4	99
- Cc1onc(-c2ccccc2)c1C(=O)N[C@@H]1C(=O)N2C1SC(C)(C)[C@@H]2C(=O)O (some centres undefined)
  12	8	0	0	-4	2	0.1	4	1	93
- Cc1nc(SC(C)C(=O)NCC2CCCO2)c2cc(-c3ccccc3)sc2n1 (centres undefined)
  -4	-3	-12	10	-14	-5	1.2	-4	4	95
- COc1ccc(OC(C)C(=O)NCC2CCCO2)cc1 (centres undefined)
  3	11	0	4	nt	-1	-1.0	1	2	101
- C[C@@H]1CN([C@H](C)CO)C(=O)CCCn2cc(nn2)CO[C@H]1CN(C)C(=O)Nc1ccc2c(c1)OCCO2
  -3	-4	-1	8	-5	4	0.1	-3	0	106
- COc1cccc(CNC(=O)c2ccc3nc[nH]c3c2)c1
  -1	3	1	4	-5	4	1.5	7	-5	104
- Cc1ccccc1N1CC(O)(c2cccs2)[N+]2=C1CCCC2 (centres undefined)
  3	0	0	3	-2	-3	-2.0	-3	0	105
- Cc1cccc(N2CCN(C(=O)c3ccc4c(c3)c(C)c(C)n4C)CC2C)c1 (centres undefined)
  -7	4	-1	11	-2	13	2.7	-4	43	102
- COc1ccccc1-c1nnc(NC(=O)C2=COCCO2)o1
  2	7	-1	-5	-6	-7	0.3	-3	-8	102
- CC(C)N1CCN(Cc2cccc3nonc23)CC1CCO (centres undefined)
  -6	0	-3	5	-4	8	-2.4	-2	-2	97
- CCc1cc2c(SCC(=O)N3CCCC3=O)ncnc2s1
  -2	3	-1	3	-5	-5	0.2	-2	-2	92
- Cc1ccc(NS(=O)(=O)c2cc(N)ccc2Cl)c(C)c1
  -1	-2	0	9	-7	-8	-0.3	0	6	96
- O=C(NCc1ccccc1)c1ccc(OC2CSC2)cc1
  -5	2	-1	4	nt	-9	-1.3	-6	-4	98
- COC1OC(c2ccccc2)=C(c2ccc(C(N)=O)cc2)c2ccc(F)cc21 (centres undefined)
  nt	1	nt	nt	-10	nt	nt	1	0	99
- CC1CC1C(=O)OCC(=O)NCc1ccc(Cl)cc1 (centres undefined)
  4	-3	-1	3	8	0	-2.4	-5	-2	103
- COc1cccc(-c2cc3nc(-c4ccccc4)cc(N4CCN(C(=O)c5ccoc5)CC4)n3n2)c1
  33	-3	-11	23	-5	9	-1.6	5	-3	94
- Cc1ccc(C)c(NC(=O)CSc2nccn2Cc2ccco2)c1
  -1	-3	0	-2	nt	6	-3.0	-1	-2	97
- COc1ccc(/C=C/C(=O)OC(C)C(=O)c2ccccc2)cc1OC (centres undefined)
  -1	0	-1	2	-6	-1	-3.8	10	5	98

# Full records, looked up by structure. Values in the order: H9c2 protect | m5-HT2A agonist | N-glyco inh | MC4R antag cAMP | CaV13 FRET inh | PDI inh | MC4R barr agon | ABHD5-PLIN5 inh | Exocytosis inh | ABCB6 inh MLPCN
# O=C(NCc1ccccc1)c1ccc(OC2CSC2)cc1 across the screens: -5 | 2 | -1 | 4 | nt | -9 | -1.3 | -6 | -4 | 98
# COc1cccc(-c2cc3nc(-c4ccccc4)cc(N4CCN(C(=O)c5ccoc5)CC4)n3n2)c1 across the screens: 33 | -3 | -11 | 23 | -5 | 9 | -1.6 | 5 | -3 | 94
# COc1ccc(/C=C/C(=O)OC(C)C(=O)c2ccccc2)cc1OC (centres undefined) across the screens: -1 | 0 | -1 | 2 | -6 | -1 | -3.8 | 10 | 5 | 98

# Continued.
Structure | H9c2 protect | m5-HT2A agonist | N-glyco inh | MC4R antag cAMP | CaV13 FRET inh | PDI inh | MC4R barr agon | ABHD5-PLIN5 inh | Exocytosis inh | ABCB6 inh MLPCN
O=C(c1ccc2c(c1)OCCCO2)N1CCCCC1 | 1 | 7 | 0 | 0 | -5 | 2 | -3.3 | 2 | 0 | 98
CCn1c(=NC(=O)CN2C(=O)CCC2=O)sc2c(OC)ccc(OC)c21 | 10 | 9 | 4 | 1 | -6 | nt | 3.3 | 1 | 0 | 95
Cc1cccc(C2NC(=O)c3ccccc3O2)c1 (centres undefined) | -2 | -1 | 3 | 14 | -21 | -7 | -0.9 | 6 | 0 | 109
Cc1nc(N2CCCC2C(=O)O)c2oc3ccccc3c2n1 (centres undefined) | 16 | 2 | 1 | 5 | -6 | 4 | -2.8 | 2 | -3 | 97
COc1cccc(CN2CC(C(=O)N(C)Cc3[nH]c4ccccc4c3C)CCC2=O)c1 (centres undefined) | 3 | 4 | 1 | 0 | -7 | 0 | -2.6 | 4 | 0 | 95
CN(CC(=O)NCc1ccc(Cl)cc1)S(=O)(=O)c1cccs1 | -2 | 8 | -1 | 0 | -4 | -9 | -1.1 | 5 | -10 | 100
COc1ccccc1NS(=O)(=O)c1cc(NC(=O)CNC(=O)c2ccc(C)s2)ccc1Cl | 5 | -4 | 0 | 4 | -6 | 1 | -1.3 | -1 | -2 | 93
COc1ccc(OCC(O)CNC(=O)c2cccs2)cc1 (centres undefined) | -4 | 4 | 1 | 0 | -4 | 1 | 0.5 | -1 | -6 | 100
O=C(O)C1(c2ccccc2)CCN(S(=O)(=O)c2ccc(Br)cc2)CC1 | 0 | 5 | 1 | 22 | -4 | 3 | 0.7 | 3 | 6 | 101
CS(=O)(=O)c1ccc(Cl)c(NC(=O)Cc2c(Cl)cccc2Cl)c1 | -1 | 0 | -1 | 1 | -10 | 6 | 0.0 | 2 | 0 | 99
CC(=O)c1cccc(-c2ccnc3c2CC(C(=O)NCc2ccco2)O3)c1 (centres undefined) | 6 | 0 | 32* | -12 | -8 | 5 | -1.6 | 5 | 6 | 100
CCOc1ccc(S(=O)(=O)N2CCCC(C(=O)NCC3CCCO3)C2)cc1Cl (centres undefined) | -2 | 2 | 6 | 7 | -2 | -3 | 1.2 | 6 | -4 | 81
CCc1[nH]nc2c1C(C(C)C)C(C#N)=C(N)O2 (centres undefined) | 2 | -3 | 0 | -1 | -4 | 2 | -1.6 | -12 | 2 | 97
CCn1c(=O)c2cc(C(=O)Nc3ccccc3OC)sc2c2ccccc21 | 22 | 2 | 7 | -11 | -7 | 5 | 0.7 | 6 | 2 | 90
CCOC(=O)c1ccc(NC(=S)N2CCSC2c2c(F)cc(F)cc2F)cc1 (centres undefined) | -26 | -2 | 1 | 11 | -3 | -3 | -1.5 | -20 | 0 | 85
CC1(OC(=O)CCc2ccccc2)C(=O)C=C2C=C(c3ccc(C#N)cc3)N(CCc3ccccn3)C=C2C1=O (centres undefined) | 1 | -4 | 3 | 5 | -5 | 0 | -0.5 | -18 | 15 | 91
COc1ccccc1-n1c(C)c2c(OC)cccc(=O)c2c1C | 11 | 0 | 2 | -2 | -5 | 7 | -2.6 | 3 | 1 | 88
COC(=O)c1ccc([C@H]2C=C(C(=O)O)O[C@@H](OCc3ccc(CO)cc3)C2)cc1 | -2 | -1 | -2 | 4 | -10 | 5 | -1.4 | 2 | -1 | 98
NC(=O)CSc1nc(-c2ccccc2)c(-c2ccccc2)o1 | -3 | 1 | 1 | 1 | nt | -3 | 0.4 | -3 | 4 | 91
Cc1ccc(C)c(NS(=O)(=O)c2ccc(NC(=O)CSc3ccc(Cl)cc3)cc2)c1 | -7 | -3 | 1 | 1 | -7 | 0 | -1.6 | 0 | -2 | 86
COc1ccc(CN(CC2CCC(C(=O)O)CC2)C(=S)Nc2cccc(C)c2)cc1 (centres undefined) | 1 | -4 | 3 | 11 | -5 | 3 | -0.5 | -3 | -7 | 97
COc1ccc(-c2nc(S(=O)(=O)c3ccc(C)cc3)c(N3CCCC3)o2)cc1 | -5 | -2 | 0 | 4 | nt | 7 | -1.0 | 3 | 2 | 98
Cc1oc(-c2ccc(Cl)cc2)nc1CS(=O)CC(=O)NCc1ccccn1 (centres undefined) | 1 | -2 | 1 | 17 | -3 | -6 | -0.2 | -1 | 11 | 101
O=C(Nc1ccccc1CC[N+](=O)[O-])N1CCN(c2ccccc2)CC1 | -4 | 7 | 0 | 15 | -5 | -9 | 0.5 | 2 | -3 | 100
COc1cccc(C(=O)N/N=C/c2ccc(OC)c(COc3ccccc3C(N)=O)c2)c1 | 40 | 7 | -1 | 0 | nt | -9 | -1.2 | 1 | -2 | 99

# Some of the entries so far, field by field.
smiles: Cc1cccc(C2NC(=O)c3ccccc3O2)c1 (centres undefined)
  H9c2 protect: -2 | m5-HT2A agonist: -1 | N-glyco inh: 3 | MC4R antag cAMP: 14 | CaV13 FRET inh: -21 | PDI inh: -7 | MC4R barr agon: -0.9 | ABHD5-PLIN5 inh: 6 | Exocytosis inh: 0 | ABCB6 inh MLPCN: 109

smiles: Cc1nc(N2CCCC2C(=O)O)c2oc3ccccc3c2n1 (centres undefined)
  H9c2 protect: 16 | m5-HT2A agonist: 2 | N-glyco inh: 1 | MC4R antag cAMP: 5 | CaV13 FRET inh: -6 | PDI inh: 4 | MC4R barr agon: -2.8 | ABHD5-PLIN5 inh: 2 | Exocytosis inh: -3 | ABCB6 inh MLPCN: 97
